Screening data (PubChem)
ALOX12 inh – inhibitors of human 12S-lipoxygenase ALOX12; P18054; purified 12hLO, xylenol orange hydroperoxide absorbance; Potency, µM (highest dose often 108 µM), for inactives: at the highest dose activity change, negative = inhibition, actives largely listed as inhibitors; 580,000 compounds, 1.1% hits; AID 1671190; active means well fitted inhibition curve with a large enough effect; inconclusive means small, poorly fitted or top-dose-only effect, or another doubt; inactive means no such curve, though single readings can be large or run the other way
Target sequence (P18054 whole entry, looked up): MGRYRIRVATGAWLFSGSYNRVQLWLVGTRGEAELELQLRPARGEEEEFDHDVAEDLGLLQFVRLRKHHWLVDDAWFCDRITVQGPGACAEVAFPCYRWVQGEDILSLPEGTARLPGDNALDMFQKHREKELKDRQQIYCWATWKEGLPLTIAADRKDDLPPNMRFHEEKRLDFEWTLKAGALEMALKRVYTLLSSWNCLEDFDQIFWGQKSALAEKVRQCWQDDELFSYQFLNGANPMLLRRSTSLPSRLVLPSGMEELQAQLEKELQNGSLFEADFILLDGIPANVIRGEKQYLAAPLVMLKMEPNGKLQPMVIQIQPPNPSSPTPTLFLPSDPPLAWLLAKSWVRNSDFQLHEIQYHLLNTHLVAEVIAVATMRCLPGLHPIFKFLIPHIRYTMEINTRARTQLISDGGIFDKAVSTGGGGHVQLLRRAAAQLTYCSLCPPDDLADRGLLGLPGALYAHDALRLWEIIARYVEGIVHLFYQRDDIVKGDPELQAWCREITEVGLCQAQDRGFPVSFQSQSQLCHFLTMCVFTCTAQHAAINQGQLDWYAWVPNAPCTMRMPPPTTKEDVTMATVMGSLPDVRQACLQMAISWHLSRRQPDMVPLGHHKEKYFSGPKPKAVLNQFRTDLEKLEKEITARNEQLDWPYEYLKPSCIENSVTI
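Hydroperoxide product was detected by ferrous iron/xylenol orange as the 573 to 405 nm absorbance ratio. Arachidonic acid at 40 uM (final) was turned over for 30 min at room temperature by 150 nM human 12hLO, pH 7.0 Hepes buffer, after 15 min compound preincubation.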
Starred values were filed as active, the others as inactive; ? = inconclusive; [ ] = remark or other dose. On the % scale 0 is the no-effect control and ±100 the full control effect; potency means the concentration at half of the fitted maximal effect. Some of the compounds tested (hit frequency here may not be typical).

nr	structure	ALOX12 inh
1	CC(OC(=O)c1ccc2c(c1)NC(=O)CS2)C(=O)c1c[nH]c2ccccc12 (configuration not stated)	?
2	CCCOc1ccc(CNC2CC2)cc1	-3%
3	Cc1cc(NC(=O)CS(=O)(=O)c2ccc(C(C)(C)C)cc2)no1	97%[activator]
4	CCn1c(CC(=O)Nc2ccccc2C)nnc1SCC(=O)Nc1ccc2ccccc2c1	-11%
5	COCCCNc1oc(-c2cccc3ccccc23)nc1C#N	-25%
6	CN(C)c1ccc(C(=O)N2CCC3(CC2)NC(=O)N(c2ccccc2)N3)cc1	2.8µM*
7	COCCCNC(=O)c1c(C)c(-c2ccc(C)cc2)nc2ccccc12	-47%
8	COc1ccc(CN(C)Cc2csc(C)n2)cc1CN1CCCC1	-3%
9	COCCCn1c(C(C)Oc2ccc(C(C)(C)C)cc2)n[nH]c1=S (configuration not stated)	?
10	COc1cccc(CN2Cc3cc(NC(=O)c4cccs4)ccc3OCC2=O)c1	0%
11	CCc1nc(NC(=O)Cn2nc3c(cc2=O)CCCCC3)sc1C	19%
12	O=C1CC(c2ccccc2)N(C(=O)CNC(=O)c2[nH]nc3c2CCc2ccccc2-3)CCCCCCN1 (configuration not stated)	21%
13	COc1cc(OC)c(NC(=O)CN2C(=O)NC3(CCC(C)CC3)C2=O)cc1Cl (configuration not stated)	0%
14	O=C(c1ccc(C(F)(F)F)cc1)N1CCC(N2CC3CCCN3C2=O)CC1 (configuration not stated)	-6%
15	COc1ccc(NC(=O)/C=C/c2nc3ccccc3o2)c(OC)c1	?
16	O=C(Cc1ccccc1Cl)N[C@H]1CCOC[C@H]1C1CCOCC1	28%
17	CC(C)N(Cc1ccccc1)C(=O)c1cnc2ccccc2n1	-7%
18	CN(Cc1ccccc1Cl)C(=O)Cn1c(=O)c2c(ncn2C)n(C)c1=O	11%
19	CN(Cc1nc2ccc(F)cc2[nH]1)C(=O)c1cn(CCN)nn1	62%[activator]
20	Cc1ccc(C)c(-n2nc(-c3c(C)nc4scc(CC(=O)N5CCCC5)n4c3=O)cc2C)c1	1%
21	N#CCCn1cc(C(=O)CN2C(=O)NC3(CCOc4ccccc43)C2=O)c2ccccc21 (configuration not stated)	6%
22	Cc1cccc(NC(=O)CCn2cnc3c2c(=O)n(C)c(=O)n3C)c1C	5%
23	FC(F)(F)c1cccc(NC(=S)NC2CC2)c1	-12%
24	O=C(Cc1ccsc1)N1CC(c2nnc(-c3ccncc3)o2)C2(CCOCC2)C1 (configuration not stated)	38%[activator]
25	O=C(C1CCC1)N1CCCC(c2noc(COc3ccccc3F)n2)C1 (configuration not stated)	25%

Rewritten field by field: part of the list above
9) COCCCn1c(C(C)Oc2ccc(C(C)(C)C)cc2)n[nH]c1=S (configuration not stated)
  ALOX12 inh: ?

10) COc1cccc(CN2Cc3cc(NC(=O)c4cccs4)ccc3OCC2=O)c1
  ALOX12 inh: 0%

11) CCc1nc(NC(=O)Cn2nc3c(cc2=O)CCCCC3)sc1C
  ALOX12 inh: 19%

12) O=C1CC(c2ccccc2)N(C(=O)CNC(=O)c2[nH]nc3c2CCc2ccccc2-3)CCCCCCN1 (configuration not stated)
  ALOX12 inh: 21%

Next part
nr	structure	ALOX12 inh
26	Cc1cc(F)ccc1OCC(=O)c1ccc2c(c1)N(C(C)C(=O)N1CCCCC1)C(=O)CO2 (configuration not stated)	22%
27	CN(c1ccccc1)c1cc(=O)c2ccnc(-c3ccccc3O)c2o1	3%[176 µM]
28	Cc1noc(C)c1-c1nc(NC2CCNCC2)c2ccccc2n1	?
29	O=C(c1ccc(C2SCCS2)cc1)N1CCN(Cc2ccc(Cl)cc2)CC1	?
30	Cc1nn(C)c(C)c1CCC(=O)NC1CCc2n[nH]c(=O)n2CC1 (configuration not stated)	16%
31	CCC(CC)NC(=O)c1cc(S(C)(=O)=O)ccc1C	?
32	O=C(Cn1cccn1)N1CCOC(Cc2cccc(C(F)(F)F)c2)C1 (configuration not stated)	14%
33	O=C(c1ccccc1Cl)N1CC2(Cc3ccccc3NC2=O)C1	-6%[6.33 µM]
34	Cc1cccc(C)c1NC(=O)C1c2ccccc2OCC(=O)N1Cc1cccnc1 (configuration not stated)	-22%
35	CC(NC(=O)c1ccc2c(c1)NC(=O)CS2)c1ccc2c(c1)OCCO2 (configuration not stated)	?
36	COc1cc(-c2nc3ccccn3c2Nc2ccc3c(c2)OCO3)cc(OC)c1O	?
37	Cc1ccc(C(=O)N2C[C@H]3CN(C4CCOCC4)C[C@@]3(C(=O)O)C2)cc1	68%[activator]
38	COc1ccccc1CNc1nc2ccccc2nc1NS(=O)(=O)c1cccs1	25%
39	CCn1cnc2c1c(=O)n(CC(=O)Nc1ccc(OC(F)(F)F)cc1)c(=O)n2Cc1ccccc1	-12%
40	COc1ccc(C(=O)N2CCC3(CC2)OCC(C(=O)NC2CC2)N3C(=O)c2cccc(C)c2)cc1 (configuration not stated)	25%
41	CCNC(=O)N1CCCCC1c1noc(COCC2CC2)n1 (configuration not stated)	9%
42	COC(CNC(=O)CNC(=O)OCc1ccccc1)c1ccccc1 (configuration not stated)	16%
43	c1ccc(CN2CC[C@H](c3nnc(Cc4c[nH]c5ccccc45)o3)C2)cc1	41%[activator][176 µM]
44	Cc1ccc(C(c2c[nH]c3ccccc23)N(C)C(=O)C(C)C)cc1 (configuration not stated)	?
45	O=C(O)c1ccccc1Cc1ccccc1	39%[activator]
46	CC1=C2C(=O)CC(c3cccc(Cl)c3)CC2=Nc2ccccc2N1 (configuration not stated)	-21%
47	CC(C(=O)Nc1ccc(F)cc1)n1nnc2sc(-c3ccccc3)cc2c1=O (configuration not stated)	32µM*
48	COc1ccccc1CCNC(=O)CSc1ccc(-c2ccccn2)nn1	-4%
49	OCC1(CCCc2ccccc2)CCN(Cc2ccc(-n3cccn3)cc2)CC1	-3%
50	CCC(CC)NC(=O)c1ccc(N(C)C)cc1	2%
51	O=C(Nc1ccc(-c2noc(-c3ccc(Cl)cc3)n2)cc1)c1ccco1	?
52	O=C(Nc1nc2c(s1)CCCC2)C1CC(=O)N(c2n[nH]c3ccccc23)C1 (configuration not stated)	?
53	Cc1cccc(OCC2(CNCc3ccccn3)C[C@@H](O)[C@@H](O)C2)n1 (some centres not stated)	43%[activator]
54	O=C(NCc1cccs1)c1nc(-c2ccsc2)c2ccccn12	16%[176 µM]
55	CCn1ccc(C(=O)N2CCC3(CC2)CC(N(Cc2ccccc2)C2CC2)CCO3)n1 (configuration not stated)	9%
56	CCc1noc(-c2cccn3c(CNC(=O)COc4ccc(F)cc4)nnc23)n1	36%[activator]
57	O=C(/C(Br)=C\Nc1ccc(F)cc1)C(F)(F)F	?
58	CCN(CC)c1nc2ccccc2nc1C(=O)Nc1ccc(F)cc1F	15%
59	O=C(NCc1ccccc1)C1(CCO)CC12CCOCC2 (configuration not stated)	5%
60	COCCNC(=O)C1COC2(CCN(C(=O)c3ccccc3F)CC2)N1C(=O)c1cccc(C)c1 (configuration not stated)	42%[activator]
61	COc1ccc(-n2c3c(cc(-c4ncnn4-c4ccc(C)cc4C)c2=O)C(=O)CC(C)(C)C3)cc1	5%
62	CC(=O)Nc1sc2c(c1SC#N)CCCC2	?
63	O=C(N[C@@H]1CC[C@@H](CCNS(=O)(=O)c2ccc(Cl)cc2)O[C@@H]1CO)c1cccnc1	-23%
64	c1ccc(Cc2cnc(N3CCN(Cc4cccc(-c5ccsc5)n4)CC3)nc2)cc1	-1%
65	CCC(=O)N1CC(N(CC)C2CCOCC2)C1	11%
66	Cn1c(=O)c2c(ncn2CC(=O)N(CCc2cccs2)Cc2cccs2)n(C)c1=O	?
67	O=[N+]([O-])c1cccc(-c2noc([C@@H]3C[C@@H](O)CN3CC3CCCCC3)n2)c1	?
68	O=C(Nc1cccc(-c2nc(-c3ccccc3)no2)c1)C1CC(=O)N(c2cccc(C(F)(F)F)c2)C1 (configuration not stated)	1%
69	C/C(=N/Nc1ccc([N+](=O)[O-])cc1)c1ccc(Cl)cc1	?
70	CCOc1cccc(CN2C[C@@H]3C(=O)N(CCN4CCc5ccccc5C4)C(=O)[C@@H]3C2)c1	-4%
71	COc1ccc(/C=C/C(=O)c2ccc(OC(F)F)c(OC)c2)c(OC)c1	?
72	Fc1ccccc1-c1nnc(SCc2ccccc2)n1C1CC1	?
73	CCNc1c(NC(=O)Nc2ccc(F)cc2F)c(=O)oc2ccccc12	?
74	CCn1cc(S(=O)(=O)NC2CCCN(C3CCCCCC3)C2)cn1 (configuration not stated)	10%
75	CC(C)=CC(=O)OC(C)C(=O)Nc1ccc(N2CCOCC2)cc1 (configuration not stated)	6%

(further entries)
nr	structure	ALOX12 inh
76	CCOc1ccc(C2CCCN2C(=O)c2ccc(-n3cccn3)cc2)cc1 (configuration not stated)	?
77	Cc1ccc(C(=O)N(C)CC2CCOCC2)cc1	5%
78	Cc1ccc(CNC(=O)c2ccc3c(c2)CN(Cc2cnn(C)c2C)CCO3)cc1	18%
79	Cc1nc2c(c(-c3ccc(Cl)cc3)n1)CN([S+](=O)([O-])c1c(C)noc1C)CC2	48%[activator]
80	C/C(=N/Nc1ccc(S(=O)(=O)Nc2ccc(C)cc2C)cc1[N+](=O)[O-])c1ccco1	-1%
81	CN(C)C(CNC(=O)c1cc(=O)[nH]c2ccccc12)c1ccccc1 (configuration not stated)	18%
82	CCc1cccc2c(C(=O)COC(=O)c3ccccn3)c[nH]c12	?
83	NNc1cc(Cl)ccc1[N+](=O)[O-]	?
84	COc1ccc(-c2nnc3ccc(NC(C)C)nn23)nc1	38%[activator][176 µM]
85	COCCn1c(C)nnc1-c1cc(-c2cccc(F)c2)ccn1	11%[176 µM]
86	COc1ccc2c(C)c(CCC(=O)NCCCN3CCOCC3)c(=O)oc2c1C	-5%
87	CCCNC(=O)N(C1CCOCC1)C1CCN(C(=O)c2cccs2)CC1	10%
88	Cc1[nH]c2ccc(F)cc2c1CC(=O)NCC(C)(C)CN(C)C	19%
89	COCc1nc(C2CCCN(C(=O)Cc3ccc(OC)cc3)C2)no1 (configuration not stated)	-6%
90	CCn1cc(CN2C[C@@H](COC)[C@H](C(=O)N(C)C)C2)cn1	42%[activator]
91	Cc1nnc(N2CCC(CO)(CN3CCCC3)CC2)c2ccccc12	50%[activator]
92	CC(C)CC(=O)N1CCC(N2CCCCCC2)CC1	?
93	O=C(N/N=C/c1cccc(Cl)c1Cl)C1CC1	3%
94	CC(C)OCCCNC(=O)Cn1ccc2c(Cl)cccc21	11%
95	COc1ccc(C(=O)Nc2ccc(Br)cc2C)cc1Cl	?
96	CC1CCN(S(=O)(=O)c2cn(CC(=O)Nc3ccc(F)cc3Cl)cn2)CC1	?
97	CC(C)c1ccc(CC(=O)N2CCCc3ncc(C(=O)NCCc4c[nH]c5ccccc45)cc32)cc1	11%
98	O=C(O)C1=CCC(c2ccc(Cl)c(Cl)c2)N(S(=O)(=O)c2ccc(F)cc2)C1c1cccc(F)c1 (configuration not stated)	?
99	Cn1c(=O)[nH]c(=O)c2c1nc(N1CCCCC1)n2CC(O)c1ccccc1 (configuration not stated)	20%
100	CCCCNc1nc(NCc2ccccc2)nc2ccccc12	-96%
101	O=C1CC2(CCN(C(=O)c3ccccc3F)CC2)Oc2cc(Cl)ccc21	8%
102	CCOc1ccc(NC(=O)N2CCN(Cc3nc(-c4ccccc4C)oc3C)CC2)cc1	1%
103	CC(=O)N(C1CC1)C1CCOC2(CCN(C(=O)C3(c4ccccc4)CC3)CC2)C1 (configuration not stated)	27%
104	Cc1cc(OCC(=O)c2ccc3c(c2)N(CC(=O)NCC2CCCO2)C(=O)CO3)ccc1C(C)C (configuration not stated)	-3%
105	Cc1ccc(CNC2C3CC4CC(C3)CC2C4)cc1 (configuration not stated)	-7%
106	O=C(COc1ccc(F)cc1)NC1CCN(c2cc(-c3ccccc3)[nH]n2)CC1	5%
107	CC(=O)Nc1ccc(CN2CCC3(COc4ccccc4C(=O)N3)C2)cc1 (configuration not stated)	103%[activator]
108	CCn1ccnc1C1CCN(C(=O)c2cccc(N3CCNC3=O)c2)CC1	13%
109	CCCNC(=S)Nc1cc(Cl)c(Cl)cc1Cl	-37%
110	N#Cc1nc(-c2ccc([N+](=O)[O-])cc2)oc1NC1CC1	?
111	COCCCN1CC2(CCN(S(=O)(=O)c3cc(C)cc(C)c3)CC2)CC1=O	7%
112	O=C(CCc1cc2n(n1)CCN(C(=O)C1Cc3ccccc3O1)C2)NC1CC1 (configuration not stated)	9%
113	CCN(CC)c1nc2ccccc2s1	?
114	COc1ccc(OC)c(NC2c3ccccc3C(=O)N2Cc2ccccc2Cl)c1 (configuration not stated)	-27%
115	O=C(Nc1ccc(Cl)nc1)c1ccc2ccnn2c1	?
116	O=C1NC[C@H](CCCCN2C[C@H](Cc3ccccc3)N(Cc3ccccc3)C(=O)C2=O)N(CCc2ccc(O)cc2)C1=O	?
117	Cc1ccc(OC2(C(=O)O)CCN(C(=O)C3CCOCC3)CC2)cc1	36%
118	CCOc1ccc2c(n1)CCN(C(=O)c1nccn1C)C2	12%
119	CCN1CCCC1CNCC1CCCCC1 (configuration not stated)	-7%
120	COc1cccc(-n2c(SC)nnc2C2CCN(Cc3nc4ccccc4s3)CC2)c1	-4%
121	CC(C)(C)c1ccc(CNCCN2CCCC2)cc1	?
122	COc1ccc(CNC(=O)C2CCCN2c2nc(C)c3ccccc3n2)cc1 (configuration not stated)	?
123	CC(C)c1cc(C(=O)N2CCC3(CC2)Nc2ccccc2NC3=O)n[nH]1	40%[activator]

Some of the entries above in a different format:
102. CCOc1ccc(NC(=O)N2CCN(Cc3nc(-c4ccccc4C)oc3C)CC2)cc1
- ALOX12 inh: 1%
103. CC(=O)N(C1CC1)C1CCOC2(CCN(C(=O)C3(c4ccccc4)CC3)CC2)C1 (configuration not stated)
- ALOX12 inh: 27%
